OX1R antag-1 – antagonists of human orexin 1 receptor | O43613 | CHO/OX1R cells, Fluo-8 calcium fluorescence, orexin A | inhibition, % at 5 µM | actives 0.43% (n = 330,000) | AID 434989;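 active = inhibition above its plate's threshold, mean inhibition of all tested compounds on the plate plus 3 SD, cut at about 37% in these data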;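 note: 0% = orexin A challenge wells and 100% = SB-334867-A antagonist wells; not every result past the cut was called active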
Target sequence (O43613 whole entry, looked up): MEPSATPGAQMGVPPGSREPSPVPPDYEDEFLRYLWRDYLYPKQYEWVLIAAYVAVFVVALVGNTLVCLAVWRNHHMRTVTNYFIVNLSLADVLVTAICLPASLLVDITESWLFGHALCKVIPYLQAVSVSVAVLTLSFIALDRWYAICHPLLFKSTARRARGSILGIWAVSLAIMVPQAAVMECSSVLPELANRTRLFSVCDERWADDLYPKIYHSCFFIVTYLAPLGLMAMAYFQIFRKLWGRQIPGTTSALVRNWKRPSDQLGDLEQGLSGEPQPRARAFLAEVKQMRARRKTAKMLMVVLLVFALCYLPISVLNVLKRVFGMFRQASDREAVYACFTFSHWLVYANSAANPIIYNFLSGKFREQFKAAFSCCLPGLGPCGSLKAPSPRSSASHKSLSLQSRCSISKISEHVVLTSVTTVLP
CHT allo act – allosterically activates the human high affinity choline transporter; Q9GZV3; CHT-expressing cells, membrane potential dye, choline EC20; active compounds read high; LV-AA mutant CHT in HEK293 cells; B-score at 10 µM; actives 0.49% (n = 310,000); AID 488977;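 active = initial fluorescence not abnormally high and integrated response B-score, plate-corrected, over 3 SD above library mean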
Target sequence (Q9GZV3 whole entry, looked up): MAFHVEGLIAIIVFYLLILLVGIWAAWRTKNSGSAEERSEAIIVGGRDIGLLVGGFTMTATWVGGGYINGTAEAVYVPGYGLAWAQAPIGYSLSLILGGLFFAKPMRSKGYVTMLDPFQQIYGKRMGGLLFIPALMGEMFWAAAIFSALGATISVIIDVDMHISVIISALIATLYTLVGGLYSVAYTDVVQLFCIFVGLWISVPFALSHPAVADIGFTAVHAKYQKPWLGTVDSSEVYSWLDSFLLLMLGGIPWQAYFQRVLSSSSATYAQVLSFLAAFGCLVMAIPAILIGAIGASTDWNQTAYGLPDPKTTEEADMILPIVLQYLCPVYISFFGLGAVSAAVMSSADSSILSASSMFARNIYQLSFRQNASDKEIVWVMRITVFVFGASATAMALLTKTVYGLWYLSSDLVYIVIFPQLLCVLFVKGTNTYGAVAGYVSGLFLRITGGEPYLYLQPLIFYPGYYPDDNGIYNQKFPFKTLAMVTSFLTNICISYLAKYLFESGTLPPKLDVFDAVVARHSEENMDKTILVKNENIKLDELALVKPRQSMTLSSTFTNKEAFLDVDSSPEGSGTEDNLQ
OX1R antag-2 – OX1R (human) antagonism. O43613. OX1R-expressing cells, FRET antagonist read-out. inhibition, % at 6.6 µM. actives 1.8% (n = 330,000). AID 485270; in the data active = inhibition mostly above about 38%, no sharp cut-off; inactive = mostly below about 40%;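 note: 0% = agonist challenge alone and 100% = reference antagonist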
Numbers without * were called inactive; i = inactive; . = no result given.

item	mol	OX1R antag-1	CHT allo act	OX1R antag-2
1	O=C(NCCC1=CCCCC1)C1CC(=O)N(C2CCCCC2)C1 (centres undefined)	-22.0	i	4.9
2	CCOC(=O)Cn1nc(C)c(NC(=O)c2ccc([N+](=O)[O-])c(C)c2)c1C	-15.0	i	21.4
3	CCS(=O)(=O)c1ccc(O)c(NC(=O)c2cc(-c3ccccn3)nc3ccccc23)c1	-8.6	.	-0.8
4	Cc1cc(S(=O)(=O)Nc2nc(CN3CCOCC3)nc3sc4c(c23)CCCC4)ccc1F	-35.3	i	6.3
5	COc1ccc(NC(=O)CCS(=O)(=O)c2ccc3c(c2)CCCN3C(C)=O)cc1Cl	-11.0	i	9.1
6	O=C(c1cc(F)c(F)cc1Cl)N1CCCc2ccccc21	-38.7	i	6.8
7	CC(=O)NCc1cc(-c2nn(C)c(=O)c3ccccc23)ccc1C	-33.5	i	7.2
8	COc1cccc(C(=O)CN2CCN(S(=O)(=O)c3cccc([N+](=O)[O-])c3)CC2)c1	-20.2	i	21.5
9	CCN(CCn1cccn1)C(=O)CCc1nnc(-c2ccc3c(c2)OCO3)o1	-10.8	i	5.0
10	CCOC(=O)N1CCN(C(=O)c2ccc3c(=O)n(Cc4ccc(OC)cc4)c(=S)[nH]c3c2)CC1	-40.3	i	4.5
11	CCOc1ccc(NC(=O)CCNS(=O)(=O)c2ccc3c(c2)CC(C)N3C(C)=O)cc1 (centres undefined)	-21.5	i	-0.8
12	CN(Cc1nc2ccc(Cl)cc2[nH]1)Cc1nc(-c2cnccn2)no1	-7.5	i	7.8
13	COC(=O)C1NN=C(C(=O)c2ccccc2)C1c1ccccc1 (centres undefined)	-10.6	i	13.8
14	Cc1ccc(C)c(-c2nnc(NC(=O)Cc3ccccc3)o2)c1	3.8	i	7.3
15	O=C(CCSc1nccn1Cc1ccccc1)N1CCOCC1	8.7	i	8.4

item	mol	OX1R antag-1	CHT allo act	OX1R antag-2
16	Cc1cc2cccc(C)c2nc1SCC(=O)N(C)c1nc(-c2ccccc2)cs1	0.8	i	1.5
17	C[C@@H]1NC(=O)[C@@]2(C)[C@@H](c3ccccc3)[C@H]3COc4ccccc4[C@@H]3N2C1=O	-31.3	.	-2.0
18	CCCC(=O)Nc1ccc(C(=O)NNC(=O)c2cccs2)cc1	10.5	i	7.0
19	Cc1cc(C)n(C(=O)c2ccc(C)c(S(=O)(=O)N3CCOCC3)c2)n1	-29.1	i	20.6
20	Cc1sc2ncnc(N3CCC(C(=O)Nc4cc(Cl)ccc4Cl)CC3)c2c1C	-33.7	i	36.0
21	O=c1oc2ccccc2c(NCc2cccc(F)c2)c1[N+](=O)[O-]	-15.6	i	11.8
22	Cc1noc(C)c1S(=O)(=O)N(CC(=O)Nc1ccc2c(c1)OCCO2)c1ccc(C(C)C)cc1	-1.5	i	23.3
23	O=c1cc(CN2CCOCC2)c2ccc(O)c(O)c2o1	-13.7	i	-0.4
24	CCOc1ncccc1C(=O)Nc1ccc(C)c(S(=O)(=O)N2CCCCCC2)c1	54.9*	.	4.0
25	Cc1ccccc1-n1nc2c(c1NC(=O)CC(C)C)CS(=O)C2 (centres undefined)	-9.0	i	1.6
26	CC(CCc1ccccc1)NC(=O)COC(=O)c1ccc(F)cc1 (centres undefined)	-38.8	i	0.0
27	O=C(Nc1ccccc1C(=O)N1CCOCC1)c1cccnc1	-17.4	i	8.7
28	O=C(O)CN1C(=O)COc2ccc(S(=O)(=O)N3CCCCCC3)cc21	-11.6	i	11.3
29	Cc1nc(C)c(C(=O)Nc2ccccc2)s1	-12.6	i	19.0
30	COc1ccc(NC(=O)CN(C)C(=O)c2n[nH]c3ccccc23)cc1	-7.0	i	2.5

item	mol	OX1R antag-1	CHT allo act	OX1R antag-2
31	CCOC(=O)c1c(C)[nH]c(C(=O)COC(=O)c2ccc(O)cc2)c1C	10.1	i	7.9
32	O=C(NCc1ccccn1)C1(C(F)(F)F)C/C(=C\CCO)CCCO1 (centres undefined)	-9.1	i	1.2
33	COc1cc([C@H]2c3c(cc(OC)c(O)c3OC)C[C@@H](CO)[C@@H]2CO[C@@H]2O[C@H](CO)[C@@H](O)[C@H](O)[C@H]2O)cc(OC)c1O	-8.3	i	6.3
34	Cc1ccc(N=C2NC(=O)C(CC(=O)NCc3ccccc3)S2)cc1C (centres undefined)	-12.5	i	3.4
35	NC(=S)NNc1cccc(Cl)c1	-4.4	i	15.8
36	Cc1ccc(-c2nn3c(C)nnc3s2)cc1NC(=O)C(C)C	-0.3	i	12.0
37	O=C(CNc1ccccc1Cl)Nc1cc(S(=O)(=O)N2CCOCC2)ccc1Cl	-10.6	.	3.6
38	NC(=O)CCC(NS(=O)(=O)c1ccc(Cl)cc1)C(=O)NCc1ccc(Cl)cc1 (centres undefined)	-1.6	i	-2.9
39	COc1cccc(CNC(=O)Cn2cccc2)c1	-16.3	i	9.7
40	CCOC(=O)N1CCC(NC(=S)Nc2ccc3nc(N4CCN(C)CC4)cc(C)c3c2)CC1	-23.4	i	105.3*
41	CCOC(=O)c1c(NC(=O)CSc2nnc(-c3ccco3)o2)sc(C)c1C	-18.9	i	21.3
42	COc1ccc(N(CC(=O)Nc2cc(C(=O)O)ccc2C)S(=O)(=O)c2c(C)noc2C)cc1	-9.5	i	4.3
43	NC1=NC(=O)C(Cc2ccc(OC(F)(F)F)cc2)S1 (centres undefined)	-6.3	i	3.6
44	O=C(Nc1c(C(=O)NCc2ccco2)cnn1-c1ccccc1)c1ccc(F)cc1	-3.6	i	18.7
45	CCC1(c2ccccc2)NC(=O)N(CC(=O)N2CCN(S(=O)(=O)c3ccccc3)CC2)C1=O (centres undefined)	-16.0	i	10.5

Complete entries as entered above. Order of screens: OX1R antag-1, CHT allo act, OX1R antag-2
O=C(c1cc(F)c(F)cc1Cl)N1CCCc2ccccc21 in the list: -38.7, i, 6.8
CCOC(=O)c1c(C)[nH]c(C(=O)COC(=O)c2ccc(O)cc2)c1C in the list: 10.1, i, 7.9
Cc1cc(C)n(C(=O)c2ccc(C)c(S(=O)(=O)N3CCOCC3)c2)n1 in the list: -29.1, i, 20.6
COc1cc([C@H]2c3c(cc(OC)c(O)c3OC)C[C@@H](CO)[C@@H]2CO[C@@H]2O[C@H](CO)[C@@H](O)[C@H](O)[C@H]2O)cc(OC)c1O in the list: -8.3, i, 6.3

Continuation.
item	mol	OX1R antag-1	CHT allo act	OX1R antag-2
46	CCOc1ccc(C(=O)Nc2ccc3[nH]ncc3c2)cc1	-7.9	i	14.4
47	COc1coc(C(O)CN)cc1=O (centres undefined)	12.0	i	2.2
48	COc1ccccc1-c1nc(C#N)c(NCCCn2ccnc2)o1	-8.7	i	19.8
49	CC(=O)NC(CC(=O)Nc1nc(-c2ccccc2)c(C(C)=O)s1)c1ccccc1 (centres undefined)	-9.3	i	16.3
50	CCCn1c(SCC(=O)C(C)(C)C)nc2ccccc21	-36.9	i	20.9
51	Cc1nnc2n(-c3ccccc3)c(=O)c3c4c(sc3n12)COC(C(C)C)C4 (centres undefined)	-6.9	i	2.5
52	CCOc1ccccc1NC(=O)CN1CCC(NC(=O)Nc2ccccc2)CC1	-11.3	i	3.3
53	O=C(Nc1ccc2c(c1)OCO2)c1cccc(S(=O)(=O)N2CCOCC2)c1	-34.1	i	6.8
54	CC1CCCN(c2cc(N(C)CCO)c([N+](=O)[O-])c3nonc23)C1 (centres undefined)	-7.6	i	48.3*
55	CC1CCN(S(=O)(=O)c2ccc(NC(=O)CCN3C(=O)C4CC=CCC4C3=O)cc2)CC1 (centres undefined)	-11.5	.	-2.2
56	COc1cc(CC(=O)Nc2cccc(S(=O)(=O)N(C)c3ccccc3)c2)cc(OC)c1OC	21.4	.	9.0
57	O=C(O)CCC(=O)Nc1ccc(Cc2ccc(NC(=O)CCC(=O)O)c(O)c2)cc1O	-9.8	i	4.4
58	O=C(C1CCCN1S(=O)(=O)c1ccc(Cl)cc1)N1CCN(c2ccccc2)CC1 (centres undefined)	-23.2	.	19.3
59	Cc1ccc(OCC(=O)c2cc(C)n(CC(F)(F)F)c2C)c([N+](=O)[O-])n1	-28.0	i	6.6
60	CC(C)(C)OC(=O)C[C@H]1C/C=C\C[C@@H](CC(=O)N(CCO)Cc2ccccc2)C(=O)N[C@@H](c2ccccc2)COC1=O	-23.9	.	6.7

Random excerpt: 3 compounds from above.
item	mol	OX1R antag-1	CHT allo act	OX1R antag-2
54	CC1CCCN(c2cc(N(C)CCO)c([N+](=O)[O-])c3nonc23)C1 (centres undefined)	-7.6	i	48.3*
46	CCOc1ccc(C(=O)Nc2ccc3[nH]ncc3c2)cc1	-7.9	i	14.4
49	CC(=O)NC(CC(=O)Nc1nc(-c2ccccc2)c(C(C)=O)s1)c1ccccc1 (centres undefined)	-9.3	i	16.3

Next section.
Below each compound: OX1R antag-1, CHT allo act, OX1R antag-2
61	CCOC(=O)C1(Cc2ccccc2)CCN(Cc2ccc3cc(NC(C)=O)ccc3n2)CC1
 : -32.1, i, 11.9
62	O=C(NCCN1C(=O)C2C3C=CC(C3)C2C1=O)NCc1ccccc1 (centres undefined)
 : 1.6, i, 16.1
63	Cc1cccc(CCNC(=O)c2cccc(N3CCCC3=O)c2)c1
 : -19.8, i, 0.6
64	CCOC(=O)C(C)N1CC(=O)N(c2ccccc2)C1=O (centres undefined)
 : -11.2, i, 9.9
65	CCc1ccc(C(=O)NNC(=O)Cn2c(=O)cnc3ccccc32)cc1
 : -2.0, ., 0.2
66	O=C(CCC1CCCN(C2C3CC4CC(C3)CC2C4)C1)NCc1ccc(F)c(F)c1 (centres undefined)
 : -18.6, i, 18.5
67	CN1C(=O)NC(c2ccccc2[N+](=O)[O-])C2=C1CC(C)(C)CC2=O (centres undefined)
 : -14.2, i, 8.6
68	CCN(CC)CCN(C(=O)Cn1nnc(-c2ccc(OC)c(OC)c2)n1)C(C(=O)NC1CCCC1)c1ccc(F)cc1 (centres undefined)
 : -26.9, i, 10.9
69	CCS(=O)(=O)NC(C)C(c1cccs1)N1CCN(c2ccc(OC)cc2)CC1 (centres undefined)
 : -8.8, i, -1.2
70	CC(C)C(=O)NCCCc1ccccc1
 : -12.2, i, 8.6
71	O=C(CCl)NCCCN(C(=O)C(Cl)Cl)c1ccc([N+](=O)[O-])cc1
 : -12.7, i, 16.6
72	O=C(NCCN1CCN(c2ccccc2)CC1)c1ccc(NC(=O)C2CCCO2)cc1 (centres undefined)
 : -23.9, i, 19.8
73	Cc1ccc2[nH]c(=O)c(-c3nc4c(C)cccn4c3NCc3ccco3)cc2c1
 : -26.7, i, 20.8
74	C=C(C)[C@@H]1CC=C(CN2CCN(Cc3ccccc3)CC2)CC1
 : -35.6, i, 6.3
75	Cc1nn(C)c(C)c1NC(=O)c1ccccc1NC(=O)Nc1ccccc1
 : -22.3, i, 0.7
76	CN(C)S(=O)(=O)N1CCC(Oc2cccc(C(=O)NC3CCCCCC3)c2)CC1
 : -10.2, i, 57.2
77	O=C(NCCCCCCOC1=NS(=O)(=O)c2ccccc21)C(=O)Nc1ccccc1
 : -4.5, i, 34.5
78	CC(=O)Nc1ccc(C(=O)OC2CCCCC2=O)cc1 (centres undefined)
 : -24.6, i, 1.1
79	Cc1ccc(CNS(=O)(=O)c2cn(C)c(=O)n(C)c2=O)cc1
 : -11.7, i, 8.9
80	Oc1ccccc1C(=S)N1CCCC1
 : -12.2, i, -3.4
81	COc1ccc(CNC(=O)C2CCN(S(=O)(=O)c3ccc4c(c3)N(C(C)=O)CCO4)CC2)cc1
 : -24.5, i, 20.5
82	Cn1cc(Br)c(C(=O)Nc2c(F)c(F)c(F)c(F)c2F)n1
 : 2.4, i, 21.9
83	COc1ccc2[nH]c3c(c2c1)CCN1C(=O)C(CC(=O)NCCC2=CCCCC2)C[C@H](C(=O)N2CCCCC2)[C@@]31CCc1ccccc1 (some centres undefined)
 : -22.4, ., 5.6
84	CCN(C)Cc1c(C(=O)N2CCc3ccccc3C2)nc2ccc(Cl)cn12
 : -15.5, i, 10.0
85	Cn1c(=O)c2c(nc(NCC3CCCO3)n2C)n(C)c1=O (centres undefined)
 : -10.7, i, 3.0
86	O=C(CCC(=O)N(c1cccc(F)c1)C(C(=O)NC1CCCC1)c1ccncc1)Nc1cccnc1 (centres undefined)
 : -32.1, i, 10.6
87	O=C1NC(=Nc2ccccc2Cl)S/C1=C\c1cccc([N+](=O)[O-])c1O
 : -2.9, i, 15.4
88	CCOC(=O)C1=NOC2C(=O)N(c3ccc(Cl)cc3Cl)C(=O)C12 (centres undefined)
 : 0.4, i, 17.9
89	Cc1cccc(CC2CC(=O)N(c3nc4ccccc4s3)C2=O)c1 (centres undefined)
 : -11.9, i, 0.3
90	COc1ccc(CC(=O)N2CCc3cc(OC)c(OC)cc3C2C)c(OC)c1 (centres undefined)
 : -23.2, i, 9.9

Below each compound: OX1R antag-1, CHT allo act, OX1R antag-2
91	CC(=O)N1CCN=C1SCc1ccccc1F
 : -11.4, i, 4.4
92	O=C(Nc1ccncc1)c1cc(S(=O)(=O)N2CCOCC2)ccc1Cl
 : -8.9, i, 7.1
93	CCOC(=O)c1ccsc1NC(=O)c1ccco1
 : -10.2, i, 19.3
94	CCOc1ccc2oc(C(=O)N3CC(C)OC(C)C3)c(C)c2c1 (centres undefined)
 : -30.3, i, 21.2
95	Cc1cc(C)c(OCC(=O)Nc2cc(C(=O)O)cc(C(=O)O)c2)cc1C
 : -12.1, i, 3.0
96	CC(=O)/C=C/c1ccc2ccccc2n1
 : -9.5, i, -2.6
97	Cc1c(/C=C(\C#N)C(=O)NCc2ccccc2)cc(C#N)n1C
 : -22.0, i, 3.2

High-throughput results: PubChem, several laboratories

Rows are unselected. About 2.5% of those tested had a hit in this group.
